Bioassay records: PubChem BioAssay, The Scripps Research Institute Molecular Screening Center
MBD2 DNA inh: MBD2-methylated oligo binding inhibition. inhibition, % at 4.4 µM. TR-FRET, MBD2 binding to methylated oligonucleotide. 370,000 compounds, 0.31% hits. AID 686964; in the data active = inhibition above about 13%
ADAM17 inh: ADAM17 inhibition, QFRET primary screen | P78536 | recombinant ADAM17, EDANS/DABCYL FRET peptide cleavage | inhibition, % at 6.95 µM | 370,000 compounds, 0.83% hits;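 active = inhibition above the mean of compounds lying between control limits plus 3 SD, set per campaign, cut at about 8.5% in these data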;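 note: 0% = DMSO-only wells as the low control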
PLCg1 inh: inhibitors of human phospholipase C gamma1. 370,000 compounds, 0.84% hits. P19174. inhibition, % at 12.2 µM. AID 720700. purified PLC-gamma1, fluorogenic substrate, fluorescence; in the data active = inhibition above about 9.5%
ASAP1 GAP inh: ASAP1 ArfGAP inhibition. Q9ULH1. ASAP1-stimulated ARF1 GTP hydrolysis, GDP FP detection. inhibition, % at 16.5 µM. 360,000 compounds, 0.19% hits. AID 624377; in the data active = inhibition above about 25%;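 note: 0% = vehicle with enzyme and substrate and 100% = no enzyme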
UHRF1 binding: blocks human UHRF1 binding to methylated DNA. Q96T88. UHRF1 binding to methylated oligo, TR-FRET. inhibition, % at 4.4 µM. 370,000 compounds, 0.75% hits. AID 687016; in the data active = inhibition above about 21%;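 note: UHRF1 SRA domain binding a hemimethylated CpG hairpin DNA probe; 0% = median of test compound wells and 100% = reference inhibitor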
proKLK7 act: activates the human kallikrein-7 zymogen. P49862. 370,000 compounds, 0.9% hits. activation, % at 7 µM. purified proKLK7, EDANS-DABCYL substrate fluorescence; 100% is mature enzyme control, 0% vehicle;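 active = activation above the mean of all tested compounds plus 3 SD, computed per campaign excluding outliers beyond control limits, cut at about 13% in these data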
Target sequence (P49862 whole entry, looked up): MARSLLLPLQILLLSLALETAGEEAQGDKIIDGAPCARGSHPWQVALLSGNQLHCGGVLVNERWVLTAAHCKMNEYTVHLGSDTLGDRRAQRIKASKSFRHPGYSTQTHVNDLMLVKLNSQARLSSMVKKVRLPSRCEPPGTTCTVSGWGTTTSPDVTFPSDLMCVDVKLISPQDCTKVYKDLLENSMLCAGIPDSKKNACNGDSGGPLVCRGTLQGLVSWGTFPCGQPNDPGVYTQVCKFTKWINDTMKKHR
ARFGAP1 inh: rat ARFGAP1 inhibition; Q62848; Arfgap1-stimulated ARF1 GTP hydrolysis, GDP FP detection; inhibition, % at 16.5 µM; 360,000 compounds, 0.26% hits; AID 651572;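 active = inhibition above a per-plate limit, mean inhibition of low control wells plus 3 SD, cut at about 25% in these data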;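 note: 0% = DMSO wells with enzyme and 100% = wells lacking Arfgap1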
Target sequence (Q62848 1-136 limits assumed): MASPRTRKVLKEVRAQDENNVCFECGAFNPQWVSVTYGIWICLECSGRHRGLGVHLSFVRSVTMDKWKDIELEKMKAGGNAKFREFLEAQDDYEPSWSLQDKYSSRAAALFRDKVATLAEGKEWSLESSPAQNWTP
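Assay system: purified rat His6-Arfgap1 residues 1-136 (GAP domain); Reagent: human Δ17 ARF1 bound to GTP; Dosing: 16.5 µM single point, 1.26% DMSO; Times: GTP hydrolysis reaction 2 h at 25 °C; Signal: FP, GDP Alexa 633 tracer displaced from anti-GDP antibody, 620/688 nm; Measure: % inhibition from polarization.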
DDE Tn7 FP inh: inhibitors of Tn7 peptide binding to human fibrin DD(E); P02675; FP displacement of FITC-Tn7 peptide from fibrin DD(E); 0% = median of compound wells per plate; inhibition, % at 8.3 µM; 370,000 compounds, 0.13% hits; AID 720508;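 active = inhibition above the mean of compounds falling within the control limits plus 3 SD of them, cut at about 14% in these data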;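 note: 0% = plate median of compound wells and 100% = 10 µM Aha-Tn7 peptide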
Target sequence (P02675 whole entry, looked up): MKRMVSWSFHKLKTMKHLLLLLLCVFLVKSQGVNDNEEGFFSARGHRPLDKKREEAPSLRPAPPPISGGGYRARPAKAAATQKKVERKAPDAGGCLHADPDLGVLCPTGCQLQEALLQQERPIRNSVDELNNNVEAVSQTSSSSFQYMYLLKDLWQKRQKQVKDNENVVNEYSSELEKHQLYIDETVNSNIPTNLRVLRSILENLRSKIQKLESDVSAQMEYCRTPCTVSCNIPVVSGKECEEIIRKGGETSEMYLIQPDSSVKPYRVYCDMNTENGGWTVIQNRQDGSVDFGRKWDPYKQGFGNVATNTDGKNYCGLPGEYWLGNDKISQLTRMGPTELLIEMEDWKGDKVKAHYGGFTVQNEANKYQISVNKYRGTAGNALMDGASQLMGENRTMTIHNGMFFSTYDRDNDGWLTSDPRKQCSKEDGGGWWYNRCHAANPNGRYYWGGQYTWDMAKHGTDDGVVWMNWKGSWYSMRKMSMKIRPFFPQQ
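Assay system: Human clot-derived fibrin DD(E) complex | Buffer or medium: Tris/NaCl/CaCl2 buffer, pH 7.8 | Repeats: One replicate per compound | Benchmarks: Aha-Tn7 high control | Measure: % inhibition scaled between sample-field median and high-control FP | Schedule: 10 min plus 3 h, room temperature | Signal: Fluorescence polarization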
Tn6 DDE FP: disrupts Tn6 cyclic peptide binding to fibrin D-Dimer-E complex. Fibrin DD(E) TRITC-Tn6 fluorescence polarization displacement. inhibition, % at 8.3 µM. 370,000 compounds, 0.21% hits. P02675. AID 720509;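 active = inhibition above a per-campaign cutoff: mean of compounds within control limits plus 3 SD, cut at about 15% in these data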;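 note: 0% = median of all compound wells on the plate and 100% = blocking peptide control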
PLC-beta3 inh: inhibitors of human phospholipase C beta3. Purified PLC-beta3, fluorogenic substrate, fluorescence. 370,000 compounds, 0.18% hits. inhibition, % at 12.2 µM. Q01970; in the data active = inhibition above about 11%;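 note: 0% = median of compound wells on plate and 100% = full blocker control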
The depositor's hits bear a star.

MBD2 DNA inh	ADAM17 inh	PLCg1 inh	ASAP1 GAP inh	UHRF1 binding	proKLK7 act	ARFGAP1 inh	DDE Tn7 FP inh	Tn6 DDE FP	PLC-beta3 inh	SMILES
-6	-1	3	-8	2	-0.3	-1	0	-1	0	O=C(Nc1cc(Cl)ccc1Cl)C1CCCO1 (configuration not stated)
-1	-6	1	-4	-2	-0.1	-9	-2	-6	-3	O=C(Cn1c(=O)cnc2ccccc21)NNC(=O)c1ccc(Cl)cc1
0	0	0	5	0	-0.7	5	-6	0	-4	COc1cc(SC)ccc1C(=O)Nc1ccc(OCC(=O)N2CCOCC2)cc1
-6	-2	1	-15	2	0.3	12	-5	9	-5	O=C(O)Cc1ccc(NC(=S)Nc2ccc(Br)cc2Cl)cc1
-2	7	6	-1	-1	0.0	-2	-6	5	0	CC(C)CNC(=O)CSc1nnc(-c2cccc(S(=O)(=O)N3CCCCC3)c2)o1
-3	-2	-1	4	-3	0.6	0	-7	0	-9	NS(=O)(=O)c1ccc(CNC(=O)c2cc(-c3cccnc3)nc3ccccc23)cc1
-6	-1	-2	-7	-1	-0.1	13	1	5	-10	COc1cccc(NC(=O)c2ccc(C(=O)c3ccccc3)o2)c1
0	1	2	-15	-3	0.5	-3	-3	-1	-4	CC(OC(=O)c1cccc(Cl)c1)C(=O)NC1CCCCC1C (configuration not stated)
-4	-5	0	10	3	0.3	-4	-2	5	0	COc1cc(CNC2CCCCCC2)cc(OC)c1OC
-5	0	1	-14	-2	0.2	-4	2	-3	-5	CCCCn1c(N)c(N(CCOC)C(=O)CSc2n[nH]c(-c3ccc(C)cc3)n2)c(=O)[nH]c1=O
-6	-6	-8	0	-2	0.3	5	-2	-2	-4	N#Cc1cc(-c2ccccc2)cnc1Sc1ccc(Cl)cc1
2	-4	2	2	-7	0.6	1	1	-4	-1	O=C(NCc1ccco1)c1cc(-c2ccncc2)nc2ccccc12
-5	2	5	-7	-2	-0.1	10	0	1	-4	COc1ccccc1OCC(=O)Nc1ccncc1
4	1	3	14	2	-0.2	6	6	-5	-5	COc1ccc(COC(=O)C2=C(C)NC(=O)NC2c2ccccc2OC(C)C)cc1 (configuration not stated)
-4	5	6	-4	-1	0.5	-9	-1	-3	1	Cc1ccc(C2(C)NC(=O)N(CC(=O)Nc3ccccc3N3CCCCC3)C2=O)cc1 (configuration not stated)
-1	-4	1	-2	3	-0.6	1	0	-4	3	CCOc1ccccc1C(C(=O)NCCOC)N(CCOC)C(=O)Cn1nnc2ccccc21 (configuration not stated)
-3	-12	-45	-10	-3	-0.8	-5	1	15	-51	COC(=O)C1=C(O)/C(=C\c2cc(C)n(-c3ccccc3C)c2C)N=C1C
-4	-5	-14	9	2	-0.5	-5	-7	-3	-21	O=c1c[n+]([O-])c2ccccc2n1OCc1ccccn1
1	-2	0	-7	-2	0.6	0	-3	-3	3	CCN(CC)S(=O)(=O)c1ccc2c(c1)c(C(=O)O)cn2C
0	-4	1	-7	3	-0.9	9	3	1	-10	O=C(CCn1cnnn1)N1CCCC(Nc2ccc(F)c(F)c2)C1 (configuration not stated)
1	-1	-15	-7	17	0.7	8	-1	-4	-21	C/C(=N/Nc1ccnc2cc(Cl)ccc12)c1ccc(O)cc1
-3	-15	-1	2	3	-0.1	8	0	3	-6	CCCCN(C)C(=O)Cn1ncc2c3ccccc3n(CCC)c2c1=O
1	-2	-4	-2	-1	0.3	3	-7	4	-4	Cc1nnc(NC(=O)C2=COCCO2)s1
3	-2	-5	5	1	0.2	2	2	0	-2	Cc1cccc2cc3c(N)c(C(=O)Nc4ccc(N5CCOCC5)cc4)sc3nc12
-4	-3	1	-2	-5	-0.6	2	-6	0	-1	COc1ccc(C2/C(=C(/O)c3ccccc3)C(=O)C(=O)N2C)cc1OC (configuration not stated)

Further structures follow:
MBD2 DNA inh	ADAM17 inh	PLCg1 inh	ASAP1 GAP inh	UHRF1 binding	proKLK7 act	ARFGAP1 inh	DDE Tn7 FP inh	Tn6 DDE FP	PLC-beta3 inh	SMILES
-10	-36	-124	6	-4	1.1	7	-2	-3	-167	CC(=O)CSc1nc2cc3c(cc2cc1C#N)OCCO3
0	-1	6	-9	-1	0.1	0	-6	-4	-1	COc1ccccc1OCC(=O)OCC(=O)Nc1ncc(Cl)cc1Cl
6	-3	-3	4	4	0.2	3	4	7	0	O=C(NCCN1CCCCCC1)C1CC(=O)N(CCc2ccccc2)C1 (configuration not stated)
1	-2	1	-2	-1	0.0	7	-9	7	-3	CN(C)S(=O)(=O)c1cccc(NC(=S)NCCc2ccccn2)c1
11	-1	6	1	24*	-0.3	9	-4	-1	-9	CC(C)Cc1nnc(NC(=O)CCS(=O)(=O)c2ccc(Cl)cc2)s1
3	2	-2	5	9	0.7	2	-2	0	3	CCN(CC)C(=O)c1cn(CCC#N)nc1-c1ccc2c(c1)OCCO2
2	0	7	-13	4	-0.2	2	-7	-1	4	COc1ccc(Nc2cc(C)nc3c(C)cccc23)cc1OC
3	-2	5	7	-1	-0.1	2	0	-5	1	CC1(C)N=C(N)N=C(N)N1c1ccc(OCC(=O)N2CCOCC2)cc1
-1	-90	-341	-1	-2	-3.2	17	-2	-3	-361	CSCCC(NC(=O)OC(C)(C)C)C(=O)Oc1ccc2c(=O)c(-c3ccc4c(c3)OCCO4)coc2c1 (configuration not stated)
0	-11	-13	-7	-3	1.5	-6	0	5	-11	COc1ccc(F)cc1C(=O)C1CCCN(Cc2cccn2-c2ccccn2)C1 (configuration not stated)
6	-2	9	-1	4	0.1	5	2	-10	0	COc1ccc(CCNC(=O)c2cc(S(=O)(=O)N3CCC4(CC3)OCCO4)ccc2F)cc1OC
4	-5	0	-5	1	-0.2	5	4	-5	0	CCOc1ccc(C(=O)N/N=C/c2ccccc2[N+](=O)[O-])cc1
-3	0	0	7	-1	-0.1	6	10	3	-6	CNc1nc(-c2ccc3c(c2)CCN3C(=O)c2cccc(F)c2)cs1
5	2	-1	-6	0	0.7	5	3	-3	0	COCCn1c(SCC(=O)N2CCc3ccccc3C2)nc2ccccc2c1=O
-3	5	1	11	2	0.6	10	-10	-1	5	O=C(CSc1ccccn1)N1CCOCC1
-3	0	0	6	0	0.8	-12	6	5	0	CCC(C)NCC(O)(c1ccc(Cl)cc1)c1ccc(Cl)cc1 (configuration not stated)
5	-2	1	13	1	0.0	5	10	-4	1	CCCC(=O)Nc1cc(=O)n(C)c(=O)n1C
1	-2	-2	3	0	-0.3	5	-6	-2	-1	COC(=O)C(Cc1ccc(O)cc1)NC(=O)CCC(=O)Nc1ccc(S(N)(=O)=O)cc1 (configuration not stated)
4	-3	0	-13	1	-0.1	-7	2	-2	-8	O=C(Nc1cc(C(F)(F)F)ccc1N1CCOCC1)C1CCCO1 (configuration not stated)
0	-3	3	4	-1	0.5	6	1	-3	-4	COc1cccc(CN2CC(C(=O)NCCN3CCOCC3)CCC2=O)c1 (configuration not stated)
1	-1	-14	-4	1	-1.6	2	-5	2	-32	CCN(CC)CCN(C(=O)c1ccc(S(=O)(=O)N(C)C2CCCCC2)cc1)c1nc2c(C)cccc2s1
4	-2	0	-2	-2	-1.0	8	6	9	-3	Cc1cc(NC(=O)c2cc(-c3ccc4c(c3)OCO4)on2)n(-c2ccccc2)n1
-1	4	1	-4	2	-0.3	-2	2	-2	9	CC(Cl)C(=O)NNc1cccc(Cl)n1 (configuration not stated)
-3	-49	-239	1	0	-59	-1	-5	-1	-427	CCOC(=O)c1ccc(-c2c(-c3ccccc3OC)oc3ccccc23)cc1F
-4	5	-25	1	-3	-0.8	2	-2	-1	-37	CCOc1ccc(-c2nc(N)nc(C)c2-c2ccc(Cl)cc2)c(O)c1

Two compounds from above, showing only proKLK7 act:
| compound | proKLK7 act |
| --- | --- |
| O=C(Nc1cc(C(F)(F)F)ccc1N1CCOCC1)C1CCCO1 (configuration not stated) | -0.1 |
| COc1cccc(CN2CC(C(=O)NCCN3CCOCC3)CCC2=O)c1 (configuration not stated) | 0.5 |

Random excerpt: 2 records from the list
MBD2 DNA inh	ADAM17 inh	PLCg1 inh	ASAP1 GAP inh	UHRF1 binding	proKLK7 act	ARFGAP1 inh	DDE Tn7 FP inh	Tn6 DDE FP	PLC-beta3 inh	SMILES
-3	0	0	7	-1	-0.1	6	10	3	-6	CNc1nc(-c2ccc3c(c2)CCN3C(=O)c2cccc(F)c2)cs1
0	-11	-13	-7	-3	1.5	-6	0	5	-11	COc1ccc(F)cc1C(=O)C1CCCN(Cc2cccn2-c2ccccn2)C1 (configuration not stated)

Following part
MBD2 DNA inh	ADAM17 inh	PLCg1 inh	ASAP1 GAP inh	UHRF1 binding	proKLK7 act	ARFGAP1 inh	DDE Tn7 FP inh	Tn6 DDE FP	PLC-beta3 inh	SMILES
-2	-3	-1	-6	1	-0.3	-1	-2	-6	-9	NS(=O)(=O)c1ccc(NC(=O)Nc2cccc3ccccc23)cc1
-3	-1	0	-16	-1	0.0	-3	2	-1	5	O=C(c1ccccc1-c1ccccc1)N1CCCC1
0	-1	-1	-3	-1	-0.3	2	10	4	-1	O=S(=O)(Nc1ccc(S(=O)(=O)Nc2ncccn2)cc1)c1ccccc1
-2	-2	-1	-6	-2	0.1	1	2	4	0	O=C(O)c1cc(S(=O)(=O)O)ccc1O
0	-5	1	2	-1	0.5	1	-6	5	-1	CCOC(=O)C1=C(C)N=C(/N=C/N(C)C)SC1c1ccccc1 (configuration not stated)
0	-4	-8	-1	0	-0.6	0	-1	-3	-13	Cc1cnc(CNC(=O)CC2C(=O)NCCN2Cc2cccc(F)c2F)cn1 (configuration not stated)
0	-3	1	-18	3	-0.3	-7	0	5	1	CC(C)C[C@H]1CNC(=O)C(=O)N1C[C@@H]1CCCN1C[C@H](CC(C)C)N1C[C@H](Cc2ccccc2)N(CCc2ccccc2)C(=O)C1=O
1	-1	-4	-6	-2	0.1	-3	1	3	-9	O=C(NCCO)c1nc(C(=O)c2ccccc2)c2ccccc2n1
-4	-13	-54	-1	-2	-0.4	13	-8	-1	-72	CC1CCCN(c2nc3ccccc3nc2C(C#N)S(=O)(=O)c2cccs2)C1 (configuration not stated)
8	-11	-2	4	4	-0.3	2	7	-8	-6	COc1ccccc1CNN
-4	-3	4	0	-1	-0.1	6	-1	-11	-7	COc1ccc(C2C3=C(COC3=O)Oc3cc4c(cc32)OCO4)cc1OC (configuration not stated)
-1	-2	2	5	-3	-0.2	-3	-1	1	6	CC(C)[C@H](NC(=O)Nc1ccc(S(N)(=O)=O)cc1)C(=O)O
3	-2	1	-2	17	-0.3	0	-4	0	0	CNC[C@@H]1Oc2cc(Br)ccc2S(=O)(=O)N([C@H](C)CO)C[C@H]1C
4	5	5	2	0	0.1	3	1	3	-8	CC(C)Oc1ccc(S(=O)(=O)N2CCOCC2)cc1NC(=O)C1COc2ccccc2O1 (configuration not stated)
2	1	3	3	-1	-0.9	7	-8	-5	1	O=C(NCc1cccc2ccccc12)Nc1ccccc1
1	-3	-3	-1	-1	0.2	3	-1	1	0	O=C(O)c1cc(-c2ccccc2)n[nH]1
1	-79	-23	-4	0	1.3	16	-3	-4	-28	Cc1cc(N2CCOCC2)nc2ccccc12
5	-16	-88	9	7	-89	5	-2	0	-117	CCOc1ccc(S(=O)(=O)c2c(C(=O)c3ccccc3)cnc3cc4c(cc23)OCCO4)cc1
